ZTA DNA inh = ZTA (EBV) inhibition in EBNA-1 counter-screen | P03206 | inhibition, % at 11 µM | ZTA-DNA binding, fluorescence polarization | actives 0.15% (n = 320,000); in the data active means inhibition above about 33%
Target sequence (P03206 whole entry, looked up): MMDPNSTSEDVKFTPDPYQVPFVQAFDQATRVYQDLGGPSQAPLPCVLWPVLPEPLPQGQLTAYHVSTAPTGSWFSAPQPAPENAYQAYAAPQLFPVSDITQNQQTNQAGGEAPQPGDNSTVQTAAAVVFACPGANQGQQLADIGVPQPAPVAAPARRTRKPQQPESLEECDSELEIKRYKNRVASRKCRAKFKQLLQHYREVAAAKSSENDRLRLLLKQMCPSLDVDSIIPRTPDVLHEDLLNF
LYPLA2 inh = LYPLA2 inhibitors, primary screen, counter-screen for PME1 inhibitor project, biochemical, fluorescence polarization, FP-Rh probe ABPP; recombinant LYPLA2; Acyl-protein thioesterase 2 (Homo sapiens), O95372; actives 0.38% (n = 320,000); inhibition, % at 5.9 µM;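 active means inhibition above the screen-wide mean plus 3 SD, limit set per campaign, cut at about 26% in these data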;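 further: 0% = LYPLA2 with DMSO and 100% = wells lacking LYPLA2 enzyme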
PAFAH1B2 inh = PAFAH1B2 enzyme inhibitors, primary screen, biochemical, fluorescence polarization, human | Platelet-activating factor acetylhydrolase IB subunit alpha2 (Homo sapiens), P68402 | recombinant PAFAH1B2, FP-rhodamine activity probe | inhibition, % at 3.39 µM | actives 1.2% (n = 340,000) | AID 492953, 2010;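 active means inhibition above the mean of all tested compounds plus 3 SD, cut at about 24% in these data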;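 further: 0% = enzyme with DMSO and 100% = wells lacking PAFAH1B2; many of its hits are not listed in these tables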
Target sequence (P68402 whole entry, looked up): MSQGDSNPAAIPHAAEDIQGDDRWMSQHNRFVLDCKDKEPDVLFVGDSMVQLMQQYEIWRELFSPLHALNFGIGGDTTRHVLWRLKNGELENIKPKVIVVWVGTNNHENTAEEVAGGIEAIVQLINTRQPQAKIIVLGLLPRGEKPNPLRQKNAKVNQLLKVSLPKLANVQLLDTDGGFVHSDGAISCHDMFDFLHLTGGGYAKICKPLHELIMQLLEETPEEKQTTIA
EBNA-1 inhibitor = EBNA-1 DNA-binding inhibitors, primary screen, biochemical, fluorescence polarization; inhibition, % at 14.8 µM; actives 0.34% (n = 300,000); in the data active means inhibition above about 28%
PAFAH1B3 inh = PAFAH1B3 enzyme inhibitors, primary screen, biochemical, fluorescence polarization, human; Platelet-activating factor acetylhydrolase IB subunit alpha1 (Homo sapiens), Q15102; recombinant PAFAH1B3, FP-rhodamine probe; inhibition, % at 3.39 µM; actives 0.28% (n = 340,000);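 active means inhibition above the screen-wide average of all tested compounds plus 3 SD, cut at about 25% in these data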;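 further: 0% = enzyme with DMSO only and 100% = wells lacking PAFAH1B3 protein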
pPAFAH inh = pPAFAH enzyme inhibitors, primary screen, biochemical, fluorescence polarization, human. recombinant pPAFAH, FP-rhodamine probe fluorescence polarization. inhibition, % at 3.39 µM. actives 1.5% (n = 330,000);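 active means inhibition above the mean inhibition across the screen plus 3 SD, cut at about 25% in these data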;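 further: inhibitors block binding of the rhodamine activity-based probe so polarization drops; 0% = enzyme with DMSO and 100% = wells lacking pPAFAH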
Target sequence (Q13093 whole entry, looked up): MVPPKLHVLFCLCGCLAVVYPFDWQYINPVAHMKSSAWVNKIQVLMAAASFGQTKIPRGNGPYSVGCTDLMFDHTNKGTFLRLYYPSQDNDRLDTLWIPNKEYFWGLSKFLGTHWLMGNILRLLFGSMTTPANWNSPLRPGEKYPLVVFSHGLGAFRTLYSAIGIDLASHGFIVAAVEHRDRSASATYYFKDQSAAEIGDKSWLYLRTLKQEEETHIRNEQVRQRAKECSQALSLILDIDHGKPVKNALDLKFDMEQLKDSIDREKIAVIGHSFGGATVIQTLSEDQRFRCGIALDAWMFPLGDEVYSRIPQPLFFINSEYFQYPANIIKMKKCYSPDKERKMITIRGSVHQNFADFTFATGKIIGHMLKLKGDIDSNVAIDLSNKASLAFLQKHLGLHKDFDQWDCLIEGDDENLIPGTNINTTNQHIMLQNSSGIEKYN
PREPL inh = PREPL enzyme inhibitors, primary screen, biochemical, fluorescence polarization | inhibition, % at 5.96 µM | Prolyl endopeptidase-like (Homo sapiens), Q4J6C6 | recombinant PREPL, fluorescence polarization activity-based probe | AID 2751, 2010 | actives 0.68% (n = 320,000); in the data active means inhibition above about 43%;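 further: 0% = enzyme with DMSO and 100% = wells lacking enzyme; many of its hits are not listed in these tables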
LYPLA1 counter = LYPLA1 inhibitors, primary screen, counter-screen for PME1 inhibitor project, biochemical, fluorescence polarization, FP-Rh probe ABPP; recombinant LYPLA1; inhibition, % at 5.9 µM; AID 2174, 2009; actives 0.16% (n = 320,000);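 active means inhibition above the mean of all tested compounds plus 3 SD, set per campaign, cut at about 14% in these data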;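 further: inhibitors block serine hydrolase probe labeling of LYPLA1 so polarization falls; 0% = enzyme with DMSO and 100% = wells lacking LYPLA1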
PAFAH2 FP inh = PAFAH2 enzyme inhibitors, primary screen, biochemical, fluorescence polarization, human | Platelet-activating factor acetylhydrolase 2, cytoplasmic (Homo sapiens), Q99487 | actives 0.99% (n = 340,000) | inhibition, % at 3.39 µM | recombinant PAFAH2, FP-rhodamine activity probe;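 active means inhibition above the mean over all tested compounds plus 3 SD, cut at about 30% in these data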;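 further: inhibitors block probe labeling of enzyme so polarization drops; 0% = enzyme with DMSO and 100% = wells lacking PAFAH2 protein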
Numbers without * were called inactive. These rows are one share of the data (hit frequency here may not be typical).

The opening 4 records (preview)
`Cc1cccc(C(=O)NCc2nnc(SCc3ccc(F)cc3)n2C)c1` gave ZTA DNA inh -1, LYPLA2 inh -1, PAFAH1B2 inh 3, EBNA-1 inhibitor -3, PAFAH1B3 inh 8, pPAFAH inh 3, PREPL inh 2, LYPLA1 counter -5 and PAFAH2 FP inh -14.
For CCOc1ccc(CCNC(=O)c2nnn(CC(=O)Nc3c(C)cc(C)cc3C)c2N)cc1OCC the results were ZTA DNA inh -16, LYPLA2 inh 4, PAFAH1B2 inh 4, EBNA-1 inhibitor -3, PAFAH1B3 inh -3, pPAFAH inh -2, PREPL inh -1, LYPLA1 counter -6 and PAFAH2 FP inh -1.
`O=C(NCC(=O)N1CCCC(C(F)(F)F)C1)c1ccc(Br)o1` (stereo not given) gave ZTA DNA inh 6, LYPLA2 inh 8, PAFAH1B2 inh 8, EBNA-1 inhibitor -2, PAFAH1B3 inh 1, pPAFAH inh 4, PREPL inh 2, LYPLA1 counter -1 and PAFAH2 FP inh -1.
O=C(COC(=O)C1COc2ccccc2O1)Nc1ccc2c(c1)CCC2 (stereo not given) was read as ZTA DNA inh 11, LYPLA2 inh 2, PAFAH1B2 inh 8, EBNA-1 inhibitor -3, PAFAH1B3 inh 9, pPAFAH inh 5, PREPL inh -20, LYPLA1 counter 1 and PAFAH2 FP inh 8.

The listing, from the start:
`Cc1cccc(C(=O)NCc2nnc(SCc3ccc(F)cc3)n2C)c1` gave ZTA DNA inh -1, LYPLA2 inh -1, PAFAH1B2 inh 3, EBNA-1 inhibitor -3, PAFAH1B3 inh 8, pPAFAH inh 3, PREPL inh 2, LYPLA1 counter -5 and PAFAH2 FP inh -14.
For CCOc1ccc(CCNC(=O)c2nnn(CC(=O)Nc3c(C)cc(C)cc3C)c2N)cc1OCC the results were ZTA DNA inh -16, LYPLA2 inh 4, PAFAH1B2 inh 4, EBNA-1 inhibitor -3, PAFAH1B3 inh -3, pPAFAH inh -2, PREPL inh -1, LYPLA1 counter -6 and PAFAH2 FP inh -1.
`O=C(NCC(=O)N1CCCC(C(F)(F)F)C1)c1ccc(Br)o1` (stereo not given) gave ZTA DNA inh 6, LYPLA2 inh 8, PAFAH1B2 inh 8, EBNA-1 inhibitor -2, PAFAH1B3 inh 1, pPAFAH inh 4, PREPL inh 2, LYPLA1 counter -1 and PAFAH2 FP inh -1.
O=C(COC(=O)C1COc2ccccc2O1)Nc1ccc2c(c1)CCC2 (stereo not given) was read as ZTA DNA inh 11, LYPLA2 inh 2, PAFAH1B2 inh 8, EBNA-1 inhibitor -3, PAFAH1B3 inh 9, pPAFAH inh 5, PREPL inh -20, LYPLA1 counter 1 and PAFAH2 FP inh 8.
Screening S=c1[nH]nc(-c2ccco2)n1-c1ccc(Br)cc1 returned ZTA DNA inh 6, LYPLA2 inh 3, PAFAH1B2 inh 12, EBNA-1 inhibitor -8, PAFAH1B3 inh -1, pPAFAH inh 2, PREPL inh 3, LYPLA1 counter 1 and PAFAH2 FP inh 2.
For COc1ccc(CCNC(=O)CSc2nnc3ccc(-c4ccccn4)nn23)cc1 the results were ZTA DNA inh 0, LYPLA2 inh -1, PAFAH1B2 inh 1, EBNA-1 inhibitor 9, PAFAH1B3 inh 2, pPAFAH inh 9, PREPL inh -1, LYPLA1 counter 0 and PAFAH2 FP inh -7.
Screening Cc1ccc(C(=O)NCC(=O)OCc2nnc(-c3ccccc3)o2)cc1 returned ZTA DNA inh 5, LYPLA2 inh 5, PAFAH1B2 inh -1, EBNA-1 inhibitor 1, PAFAH1B3 inh 3, pPAFAH inh 0, PREPL inh -20, LYPLA1 counter -1 and PAFAH2 FP inh -3.
Screening CCOC(=O)c1cccc(NS(=O)(=O)c2cnc[nH]2)c1 returned ZTA DNA inh 16, LYPLA2 inh 1, PAFAH1B2 inh 2, EBNA-1 inhibitor 0, PAFAH1B3 inh -1, pPAFAH inh 2, PREPL inh 1, LYPLA1 counter -1 and PAFAH2 FP inh 2.
`CN(C)c1ccc(/C=C2\N=C(C(C)(C)C)OC2=O)cc1` gave ZTA DNA inh -13, LYPLA2 inh 4, PAFAH1B2 inh 5, EBNA-1 inhibitor 0, PAFAH1B3 inh 4, pPAFAH inh 2, PREPL inh 3, LYPLA1 counter -1 and PAFAH2 FP inh 7.
Cc1cc(Nc2ccc(N3CCOCC3)cc2)c2cccc(C)c2n1 was read as ZTA DNA inh 6, LYPLA2 inh 3, PAFAH1B2 inh -1, EBNA-1 inhibitor 11, PAFAH1B3 inh 6, pPAFAH inh 4, PREPL inh 20, LYPLA1 counter 3 and PAFAH2 FP inh 2.
`Nc1nc2c(C(=O)N3CCOCC3)nnn2c2ccccc12` gave ZTA DNA inh 4, LYPLA2 inh 1, PAFAH1B2 inh 2, EBNA-1 inhibitor 0, PAFAH1B3 inh 4, pPAFAH inh 0, PREPL inh 1, LYPLA1 counter 4 and PAFAH2 FP inh 4.
Cc1cc(NC(=O)CCC(=O)N(c2ccccc2)C(C(=O)NC2CCCC2)c2ccccc2C)no1 (stereo not given) was read as ZTA DNA inh -6, LYPLA2 inh 2, PAFAH1B2 inh 2, EBNA-1 inhibitor -3, PAFAH1B3 inh -2, pPAFAH inh -5, PREPL inh 6, LYPLA1 counter 0 and PAFAH2 FP inh 2.
Screening O=[N+]([O-])c1ccc(Cl)c(S(=O)(=O)NCC2CCCO2)c1 (stereo not given) returned ZTA DNA inh 0, LYPLA2 inh 0, PAFAH1B2 inh 1, EBNA-1 inhibitor 7, PAFAH1B3 inh 8, pPAFAH inh 1, PREPL inh -2, LYPLA1 counter -2 and PAFAH2 FP inh -4.
For CSc1ccccc1NC(=O)COC(=O)c1c[nH]c(=O)[nH]c1=O the results were ZTA DNA inh 5, LYPLA2 inh 3, PAFAH1B2 inh 4, EBNA-1 inhibitor -1, PAFAH1B3 inh -3, pPAFAH inh 2, PREPL inh 0, LYPLA1 counter 0 and PAFAH2 FP inh 0.
`Cc1ccnc(NC(=O)c2cccc(S(=O)(=O)N3CCCC3)c2)c1` gave ZTA DNA inh -8, LYPLA2 inh -2, PAFAH1B2 inh -2, EBNA-1 inhibitor -3, PAFAH1B3 inh -3, pPAFAH inh -6, PREPL inh 13, LYPLA1 counter 0 and PAFAH2 FP inh 5.
For Cc1cccc(/C=N/NC(=O)c2ccccc2OCc2cccc(Br)c2)n1 the results were ZTA DNA inh 6, LYPLA2 inh -3, PAFAH1B2 inh -1, EBNA-1 inhibitor 1, PAFAH1B3 inh -3, pPAFAH inh -3, PREPL inh -37, LYPLA1 counter -6 and PAFAH2 FP inh -4.
Screening CC[C@H]1OC(=O)C[C@@H](O)[C@H](C)[C@@H](O[C@@H]2O[C@H](C)C[C@H](N(C)C)[C@H]2O)[C@@H](CC=O)C[C@@H](C)C(=O)C=C[C@]2(C)O[C@H]2[C@@H]1C returned ZTA DNA inh 11, LYPLA2 inh -4, EBNA-1 inhibitor 7, pPAFAH inh 3, PREPL inh 0 and LYPLA1 counter 2.
Screening COc1ccc(CN2C(=O)c3ccccc3C2C(=O)NCCc2ccccc2)c(OC)c1 (stereo not given) returned ZTA DNA inh -2, LYPLA2 inh 3, PAFAH1B2 inh 4, EBNA-1 inhibitor -18, PAFAH1B3 inh -2, pPAFAH inh -3, PREPL inh -3, LYPLA1 counter -1 and PAFAH2 FP inh 2.
`Cc1ccc(N2C(=O)CC(Nc3ccccc3)C2=O)cc1` (stereo not given) gave ZTA DNA inh 11, LYPLA2 inh 0, PAFAH1B2 inh -1, EBNA-1 inhibitor 3, PAFAH1B3 inh 6, pPAFAH inh 3, PREPL inh 4, LYPLA1 counter 2 and PAFAH2 FP inh 12.
For COc1ccc(NCc2cc(=O)oc3cc(NC(C)=O)ccc23)cc1 the results were ZTA DNA inh -12, LYPLA2 inh 12, PAFAH1B2 inh 3, EBNA-1 inhibitor -7, PAFAH1B3 inh 3, pPAFAH inh 6, PREPL inh 8, LYPLA1 counter 3 and PAFAH2 FP inh -3.
For CC(=O)c1ccc(NC(=O)C2CCCN(S(=O)(=O)c3ccc(-n4cnnn4)cc3)C2)cc1 (stereo not given) the results were ZTA DNA inh -6, LYPLA2 inh 11, PAFAH1B2 inh 3, EBNA-1 inhibitor -1, PAFAH1B3 inh 3, pPAFAH inh 5, PREPL inh -2, LYPLA1 counter -2 and PAFAH2 FP inh -3.
For Cc1ccc(CNC(=O)[C@@H]2CCC(=O)N2Cc2ccco2)cc1 the results were ZTA DNA inh 6, LYPLA2 inh -7, PAFAH1B2 inh 3, EBNA-1 inhibitor 2, PAFAH1B3 inh 5, pPAFAH inh 4, PREPL inh 1, LYPLA1 counter 0 and PAFAH2 FP inh -11.
`CC(C)(C)NCc1ccccc1OCc1cccs1` gave ZTA DNA inh -11, LYPLA2 inh 0, PAFAH1B2 inh 7, EBNA-1 inhibitor -7, PAFAH1B3 inh 12, pPAFAH inh 1, PREPL inh 19, LYPLA1 counter 1 and PAFAH2 FP inh 4.
For O=C(NCc1cccs1)C1CCCN1C(=O)Nc1ccccc1Cl (stereo not given) the results were ZTA DNA inh 17, LYPLA2 inh 4, PAFAH1B2 inh 2, EBNA-1 inhibitor 10, PAFAH1B3 inh 8, pPAFAH inh 0, PREPL inh 0, LYPLA1 counter 1 and PAFAH2 FP inh -1.
Cc1cc(C)c(C(N)=O)c(Nc2cccc(Cl)c2)n1 was read as ZTA DNA inh 5, LYPLA2 inh 2, PAFAH1B2 inh -2, EBNA-1 inhibitor 14, PAFAH1B3 inh 6, pPAFAH inh 3, PREPL inh 5, LYPLA1 counter -1 and PAFAH2 FP inh -7.
`OCCNc1nc(Nc2ccccc2O)nc(N2CCCC2)n1` gave ZTA DNA inh -9, LYPLA2 inh -2, PAFAH1B2 inh 2, EBNA-1 inhibitor 0, PAFAH1B3 inh 3, pPAFAH inh 1, PREPL inh -1, LYPLA1 counter 0 and PAFAH2 FP inh -2.
CCC(OC(=O)c1nsc(Cl)c1Cl)C(=O)NC(C)(C)C (stereo not given) was read as ZTA DNA inh 1, LYPLA2 inh -3, PAFAH1B2 inh 3, EBNA-1 inhibitor -2, PAFAH1B3 inh 3, pPAFAH inh 1, PREPL inh 8, LYPLA1 counter -1 and PAFAH2 FP inh -3.
For CC(C)CCNC(=O)C(c1ccc(O)cc1)N(Cc1ccco1)C(=O)CCC(=O)Nc1nccs1 (stereo not given) the results were ZTA DNA inh 3, LYPLA2 inh 7, PAFAH1B2 inh 4, EBNA-1 inhibitor 6, PAFAH1B3 inh 4, pPAFAH inh 6, PREPL inh 5, LYPLA1 counter 2 and PAFAH2 FP inh 2.
